Source: PubChem (several laboratories)
Cardio protect: modulators protecting cardiomyocytes from myocardial damage | protection from H2O2 cell death, % at 20 µM | actives 0.63% (n = 360,000) | H9c2 cardiomyocytes, H2O2 injury protection, ATPLite, 2 h;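 active means compounds giving at least 50% protection of heart cells from peroxide-induced death in the single-dose screen, raw or plate-pattern-corrected value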;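 further: 0% = DMSO wells with peroxide and 100% = DMSO wells without peroxide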
Vif inh: inhibitors of HIV Vif; actives 0.35% (n = 340,000); inhibition, % at 7.49 µM; AID 602346; HEK293T cells, Vif self-association by quenched fluorescence, imaging, 24 h; in the data active means inhibition above about 50%, passing the limit was not always enough; further: some results filed as inactive read as strong as hits
CaV13 ICDI inh: Disruptors of the CACNA1D IQ motif to Ca2+-dependent inactivation inhibitor domain association, primary screening, Förster resonance energy transfer in intact living …; HEK cells, CFP/YFP FRET ICDI-IQ, plate reader, 10 min; percent FRET-ratio fall versus neutral wells; inhibition, % at 12.3 µM; actives 0.098% (n = 340,000); AID 743397;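 active means mean replicate inhibition of at least 30% and at least 1% of replicates passing that level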;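 further: 0% = median of the neutral control wells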
MC4R barr agon: human MC4R agonism via beta-arrestin | P32245 | AID 540308 | U2OS MC4R beta-arrestin complementation, luminescence; percent of melanotan II response, DMSO zero | actives 0.98% (n = 360,000) | activation, % at 8.9 µM;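 active means activation above a per-plate cutoff, the mean activation of sample wells on that plate plus 3 SD, cut at about 8% in these data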
ABCB6 inh MLPCN: blocks the human ABCB6 transporter; Q9NP58; K562-ABCB6 porphyrin accumulation, flow cytometry, 1 h; stronger effect = lower value; fluorescence ratio to DMSO, % at 10 µM; actives 0.19% (n = 360,000); AID 602162;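 active means fluorescence ratio to DMSO below 75%, the collection mean minus 3 SD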;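 further: signal is porphyrin accumulated inside mitochondria; 100% equals median channel fluorescence of DMSO control wells; lower ratio means ABCB6 inhibition with less porphyrin fluorescence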
Glyco luc inh: N-linked glycosylation inhibition; D54 ERlucT glycosylation luciferase reporter, 24 h; percent of 100 nM tunicamycin response; reporter increase, % at 12.5 µM; actives 0.23% (n = 360,000); AID 588692;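 active means mean luciferase reporter signal, scaled so untreated is 0 and the glycosylation-blocking control 100, at or above a set limit in every replicate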;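 further: luciferase carries N-glycosylation sites so blocking glycosylation raises the light; 0% = median of neutral control wells and 100% = median of 100 nM tunicamycin wells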
MC4R antag cAMP: blocks human MC4R cAMP signaling. P32245. MC4R-expressing cells, MTII-stimulated cAMP, LANCE TR-FRET. inhibition, % at 6.5 µM. actives 0.48% (n = 360,000). AID 540295;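 active means inhibition above its plate's cutoff, the mean of tested wells on that plate plus 3 SD, cut at about 29% in these data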;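 further: 0% = Melanotan II alone and 100% = Melanotan II plus saturating MCL0020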
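Material: human MC4R-expressing U2OS cells. Probe or stimulus: Melanotan II challenge. Dosing: 6.5 µM single dose. Times: 30-min compound, 1-h challenge, 1-h detection, room temperature. Technique: TR-FRET with Eu-cAMP and labeled anti-cAMP, 671 nm. Replication: singlicate.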
PDI turbidity: inhibitors of human protein disulfide isomerase. inhibition, % at 10 µM. PDI insulin aggregation turbidity, A650, 90 min. actives 0.052% (n = 350,000);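 active means mean inhibition across replicates of 30% or more, whatever share of single replicates reach that level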;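 further: absorbance from insulin aggregation driven by PDI reduction with DTT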
Target sequence (P07237 whole entry, looked up): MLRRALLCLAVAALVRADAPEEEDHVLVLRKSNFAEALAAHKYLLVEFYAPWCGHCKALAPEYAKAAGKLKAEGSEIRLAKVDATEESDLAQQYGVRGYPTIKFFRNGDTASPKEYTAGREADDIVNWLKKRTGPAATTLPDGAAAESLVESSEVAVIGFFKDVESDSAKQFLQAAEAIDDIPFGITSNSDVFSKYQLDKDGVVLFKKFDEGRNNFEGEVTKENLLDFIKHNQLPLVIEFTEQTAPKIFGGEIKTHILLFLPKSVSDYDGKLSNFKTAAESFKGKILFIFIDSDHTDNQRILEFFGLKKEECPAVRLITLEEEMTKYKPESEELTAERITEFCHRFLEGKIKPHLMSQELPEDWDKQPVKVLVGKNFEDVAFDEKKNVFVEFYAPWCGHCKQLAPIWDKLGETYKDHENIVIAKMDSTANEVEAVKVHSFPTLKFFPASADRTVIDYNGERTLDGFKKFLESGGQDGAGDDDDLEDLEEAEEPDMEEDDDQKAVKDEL
m5-HT2A agonist: mouse HTR2A agonism via beta-arrestin recruitment. P35363. CHO-K1 mHTR2A beta-arrestin complementation, luminescence; percent of 30 µM serotonin response. activation, % at 7.6 µM. actives 0.66% (n = 360,000). AID 624169;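 active means activation above a run cutoff, the mean activation of all tested compounds plus 3 SD, cut at about 14% in these data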;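 further: 0% = plate median of compound wells and 100% = 30 µM serotonin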
Target sequence (P35363 whole entry, looked up): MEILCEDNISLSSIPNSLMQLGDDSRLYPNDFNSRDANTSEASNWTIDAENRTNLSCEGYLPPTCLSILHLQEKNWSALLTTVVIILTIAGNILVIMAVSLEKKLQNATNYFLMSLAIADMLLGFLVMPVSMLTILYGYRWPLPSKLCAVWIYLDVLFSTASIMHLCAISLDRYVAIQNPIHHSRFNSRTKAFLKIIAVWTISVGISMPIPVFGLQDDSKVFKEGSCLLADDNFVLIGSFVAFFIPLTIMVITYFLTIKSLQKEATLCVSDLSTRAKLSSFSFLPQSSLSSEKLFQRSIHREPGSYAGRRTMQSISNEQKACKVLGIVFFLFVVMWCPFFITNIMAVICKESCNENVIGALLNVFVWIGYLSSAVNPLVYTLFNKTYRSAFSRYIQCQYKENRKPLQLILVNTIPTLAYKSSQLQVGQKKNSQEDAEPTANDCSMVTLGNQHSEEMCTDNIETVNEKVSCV
aDG glyco act: increases alpha dystroglycan glycosylation; Pro5-aDG cells, alpha-DG glycosylation AlphaScreen (IIH6); 0% Pro5, 100% B10-LARGE cell signal; actives 0.22% (n = 360,000); activation, % at 10 µM;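 active means activation of at least 8% versus controls, or a plate z-score of at least 8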;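 further: Pro5 are CHO cells carrying HIG-tagged alpha-DG that lacks glycosylation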
Numbers without * were called inactive; · = no result given.

SMILES	Cardio protect	Vif inh	CaV13 ICDI inh	MC4R barr agon	ABCB6 inh MLPCN	Glyco luc inh	MC4R antag cAMP	PDI turbidity	m5-HT2A agonist	aDG glyco act
CCOC(=O)c1cnc(-n2nc(C)cc2C)nc1Nc1ccc(N(C)C)cc1	37	-9	·	-2.0	90	0	2	4	0	-0.1
COc1ccc([C@@H]2C[C@H]3[C@@H](CN2S(=O)(=O)c2ccccc2)C(=O)C[C@@H](c2ccc(C)cc2)N3S(=O)(=O)c2ccc(C)cc2)cc1	-12	8	-6	0.2	95	-5	-3	14	-2	0.0
C=CCn1nc([N+](=O)[O-])nc1Sc1cccc2cccnc12	5	-1	·	-2.2	90	-17	1	-6	-5	-0.5
CCCn1c(SCC(=O)Nc2ccc(OCC)cc2)nnc1C(C)C	-2	6	-4	0.8	97	-1	-1	-8	1	0.0
CCc1nc2ccc(C(=O)NCc3ccc(OC)cc3)cn2c1N(CC)CCOC	-1	-12	-4	-0.6	87	-1	8	9	-10	0.1
COc1ccccc1CNC(=O)COC(=O)c1cnccn1	12	-13	·	1.8	98	1	13	2	-2	-0.1
Cc1ccc(Oc2ccc(Cl)cc2NC(=O)c2cnccn2)cc1	-4	7	-5	2.6	98	0	-5	-5	4	0.0
CC(C)(CC(=O)O)CC(=O)Nc1ccc2c(c1)ncn2CCc1ccccc1	3	-3	-3	-0.2	98	2	20	-1	-3	0.1
COc1cccc(C2c3cc4c(cc3OC(NNC(N)=O)C2C)OCO4)c1O (centres undefined)	0	-4	-6	-0.6	99	16	-15	6	10	0.2
COc1ccccc1S(=O)(=O)Cc1ccc(C(=O)NC2CCCCC2)o1	3	14	-5	-0.3	103	-1	1	10	0	-0.2
COc1cc(C2C(C#N)=C(C)NC3=C2C(=O)CC(C)(C)C3)cc(OC)c1O (centres undefined)	5	-26	-5	0.2	101	-1	-1	-7	-5	-0.1
CSc1sc(C(=O)N2CCCCC2)c(-c2cccs2)c1C#N	-3	·	-20	-1.4	103	0	2	1	-2	-0.2
Cc1ccc(NS(=O)(=O)c2ccc(Cl)c(C(=O)O)c2)cc1S(=O)(=O)N1CCOCC1	-1	-9	-3	0.3	98	1	-3	-5	-2	-0.2
CCOc1ncccc1C(=O)NCC1COc2ccccc2O1 (centres undefined)	9	-19	-5	1.5	95	-1	-15	-2	-5	0.6
Cc1cccc(C)c1NC(=O)C1(C)CCC(=O)N1C1CCN(Cc2ccccc2)CC1 (centres undefined)	-2	·	-11	·	96	0	·	·	-2	-0.1
COc1ccc(CC(=O)Nc2ccc(S(=O)(=O)Nc3cc(C)on3)cc2)cc1	-7	7	-5	-2.0	107	2	5	5	7	-0.1
COc1ccc(CNC(=O)c2cccnc2SC)cc1OC	2	0	-5	-2.8	112	0	5	-7	-2	0.3
COCCc1ccc(OC2(C)CCN(Cc3cccn3-c3nccs3)C2)cc1 (centres undefined)	2	16	-8	2.1	100	0	4	-1	-1	0.0
CC(=O)Nc1ccc(NCC(=O)c2ccccc2)cc1	17	0	-4	0.6	92	3	12	4	-3	-0.1
COc1cc(OC)cc(C(=O)Nc2cccc3c2CCCC3)c1	-3	-2	-5	0.4	98	0	-1	4	2	-0.1
C=CCNc1nc(NC(C)(C)CO)nc(OC)n1	-4	-9	-4	-0.2	80	1	9	-2	-2	-0.1
CCc1ccc(NC(=O)c2cc(C)no2)cc1	-6	-8	-18	-0.7	96	-2	5	-3	8	-0.2
CCOC(=O)N1CCN(C(=O)c2ccccc2N(C)S(C)(=O)=O)CC1	-2	-1	-8	-0.5	99	2	0	-11	2	-0.1
CSc1nc(N2CCOCC2)c2c(c1C#N)CCCCC2	5	-8	-5	2.2	104	-1	1	6	-3	-0.4
Cc1nc(NS(=O)(=O)c2cccc([N+](=O)[O-])c2)sc1C(C)(C)C	9	19	-2	-3.3	101	0	-5	-5	7	-0.1
COc1cc(NC(=O)c2ccc([N+](=O)[O-])cc2)ccc1NC(=O)C(C)C	3	-2	-3	0.1	101	2	3	-1	-1	0.0
O=C1NC[C@@H](CCCCN2CCN(CCC3CCCCC3)C(=O)C2=O)N(CC2CCCCC2)C1=O	·	·	-6	·	100	·	·	·	-1	0.0
CCO[C@@H]1OC(C(=O)O)=C[C@H](c2csc3ccccc23)[C@H]1CCCO	-1	-1	-5	-2.1	90	1	0	-1	1	0.2
CCOC(=O)C1(C(=O)OCC)CC1c1ccccc1 (centres undefined)	-2	0	·	0.8	95	0	9	-2	4	0.5
CC(C)c1ccc(NC(=O)COc2ccc(C3SCCS3)cc2)cc1	-1	-1	8	-0.4	93	2	3	0	-3	0.0
CSCCC(NS(=O)(=O)c1ccc(Cl)cc1)C(=O)N1CCN(c2ccccc2)CC1 (centres undefined)	-1	5	-13	0.8	100	-5	12	-15	-1	0.2
Cc1nc(N2CCN(C(=O)c3ccco3)CC2)c2c3c(sc2n1)CC(C)CC3 (centres undefined)	-20	-9	-2	1.6	97	-3	20	-4	0	-0.2
CCOc1ccc(NC(=O)CC(Cc2ccc(Cl)cc2)C(=O)O)cc1 (centres undefined)	-2	-13	-20	-2.7	97	1	4	-9	1	0.0
NS(=O)(=O)c1ccc(N2N=C(c3ccccc3)CC2c2ccccc2Cl)cc1 (centres undefined)	-15	·	-5	3.8	97	-2	12	-12	0	0.3
O=C(O)c1cc(S(=O)(=O)Nc2ccc(OCc3ccccc3)cc2)ccc1Br	2	0	-3	2.3	98	2	18	9	1	0.0
COCCc1ccc(OC2(C)CCN(Cc3ccc(OC)c4ccccc34)C2)cc1 (centres undefined)	-23	-2	-5	0.7	98	-1	-4	-4	-7	-0.1
CC1CCCC(C)N1C(=O)COC(=O)COc1ccccc1C#N (centres undefined)	1	-4	-3	0.6	100	3	17	6	4	0.1
O=C(Nc1ccc(NC(=O)c2ccccc2)c2ccccc12)c1ccccc1	-2	2	-9	2.0	96	0	0	-3	4	-0.2
Cc1ccc(C)c(N2CCN(C(=O)CCc3nc(-c4ccccc4Cl)no3)CC2)c1	-6	-4	-5	1.5	99	-1	1	-2	-4	-0.1
CCOc1ccc2nc(SCC(=O)N3CCN(C(=O)c4ccco4)CC3)sc2c1	-8	·	0	-0.6	198	2	-12	-28	-6	0.4
CCC(C)[C@H](NC(=O)N1CCn2c1nc1ccccc12)C(=O)NCc1ccc(OC)cc1 (some centres undefined)	-4	-12	-4	2.8	90	-1	12	2	6	-0.1
O=c1[nH]cnc2c1nnn2Cc1ccccc1	2	0	-5	-0.4	96	-1	6	0	-1	-0.2
Cc1sc2nc(SCC(=O)NCc3cccs3)[nH]c(=O)c2c1C	17	-9	·	0.8	102	2	12	3	4	-0.3
O=C(NCCO)/C(=C/c1cccc([N+](=O)[O-])c1)NC(=O)c1ccco1	1	1	-5	-1.7	106	1	-1	0	-1	-0.3
COC(=O)C1=CN(CCCN2CCCC2=O)C=C(C(=O)OC)C1c1cccs1	-4	10	-4	-0.7	97	1	-6	17	9	3.8
NC(CSCc1cccc(Br)c1)C(=O)O (centres undefined)	-15	-6	-4	-0.2	94	1	8	3	4	0.1
CC[C@]12c3[nH]c4cc(CCC(=O)N(C)C)ccc4c3CCN1C(=O)[C@@H](CC(=O)NCc1ccco1)C[C@@H]2C(=O)N1CCN(C(=O)C2CC2)CC1	-6	0	-5	0.5	102	4	11	-3	1	-0.3
Nc1nc(SCC(=O)NCCCN2CCOCC2)nc2sc3c(c12)CCC3	2	12	-8	-3.0	95	-1	10	7	-3	0.2
Clc1ccc(C[n+]2csc3ccccc32)cc1	5	-8	-3	-1.5	103	4	0	-18	1	0.0
CN(Cc1ccncc1)C(=O)[C@@H]1CCCN1C(=O)[C@@H]1CCCN1	·	·	-10	·	93	·	·	·	3	-0.1
O=C(CN1CCCc2ccccc21)N/N=C/c1ccc(F)cc1F	-8	-7	-5	0.1	100	-2	-3	-6	3	0.0
O=c1c(N2CCOCC2)nsnc1N1CCOCC1	10	2	·	-0.7	107	-1	3	-7	1	0.0
Cc1ccc(S(=O)(=O)c2c(C(=O)c3ccccc3)cnc3cc4c(cc23)OCCO4)cc1	-4	-4	-4	-2.0	101	1	-18	11	4	0.0
Cc1ccc(C(NC(=O)C2CCN(CCOc3ccccc3)CC2)c2ccccn2)cc1 (centres undefined)	9	1	-5	1.3	101	-1	4	7	11	-0.1
Cc1ccc(NC(=O)c2nn(C34CC5CC(CC(C5)C3)C4)cc2[N+](=O)[O-])cc1	-8	-18	-4	-1.5	98	-6	13	9	-7	0.3
CCOC(=O)c1ccc(S(=O)(=O)N2CCN(CCc3ccncc3)CC2)cc1	-4	-9	-2	-0.5	94	2	-2	12	2	0.1
NC(=O)c1ccc(NC(=O)COC(=O)c2n[nH]c3ccccc23)cc1	-6	12	-13	0.8	96	4	6	13	3	-0.3
COc1ccc(/C=N/NC(=O)CO/N=C(\C)c2cccs2)cc1	0	-5	·	0.3	93	0	5	2	3	0.7
CC1(C)Cc2cccc(OCC(=O)N3CCN(S(=O)(=O)c4ccc(F)cc4)CC3)c2O1	-4	7	-4	-1.4	94	0	4	10	-2	0.3
CN(NC(=O)c1c(Cl)cccc1Cl)c1cccc(Cl)n1	2	-3	·	0.1	99	-1	-1	-4	2	0.2
(further entries)
SMILES	Cardio protect	Vif inh	CaV13 ICDI inh	MC4R barr agon	ABCB6 inh MLPCN	Glyco luc inh	MC4R antag cAMP	PDI turbidity	m5-HT2A agonist	aDG glyco act
Cc1ccc(S(=O)(=O)c2cc3c(=O)n4cccc(C)c4nc3n(CC3CCCO3)c2=N)cc1C (centres undefined)	5	-8	-2	-2.8	96	13	9	0	1	0.1
Cc1ccc(C(=O)C(C)OC(=O)CN2C(=O)NC3(CCCC3)C2=O)cc1C (centres undefined)	3	-4	-12	0.1	100	1	5	4	-7	0.2
COc1ccc(CN(C(=O)c2ccco2)c2ccc(Br)cc2)cc1OC	-2	5	-5	-1.8	96	-1	5	3	-7	-0.1
c1ccc2c(c1)CCc1c-2nc2ccccc2c1N1CCOCC1	-4	-3	-1	4.3	102	0	16	-1	-6	0.2
OCCN1CCN(CCOc2cccc(Cl)c2)CC1	-2	10	-4	-0.4	100	0	1	0	1	-0.1
COC(=O)CN1C2=NCCCN2c2ccccc21	4	0	1	-2.2	100	1	-1	10	4	-0.1

Limited to MC4R antag cAMP, aDG glyco act and Vif inh, for some of the entries so far:
SMILES | MC4R antag cAMP | aDG glyco act | Vif inh
Cc1ccc(S(=O)(=O)c2cc3c(=O)n4cccc(C)c4nc3n(CC3CCCO3)c2=N)cc1C (centres undefined) | 9 | 0.1 | -8
COc1ccc(CN(C(=O)c2ccco2)c2ccc(Br)cc2)cc1OC | 5 | -0.1 | 5
OCCN1CCN(CCOc2cccc(Cl)c2)CC1 | 1 | -0.1 | 10
c1ccc2c(c1)CCc1c-2nc2ccccc2c1N1CCOCC1 | 16 | 0.2 | -3
